# XBP1 UPR activ: adaptive UPR (XBP1) activation; CHO-XBP1 luciferase reporter, IRE1-XBP1 UPR activation, luminescence; percent of tunicamycin response, DMSO as zero; activation, % at 20 µM; 330,000 compounds, 0.33% hits;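 active = versus positive control, 20 µM dose yields 30% or more activation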;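 also: 100% = tunicamycin at 10 µg/mL and 0% = DMSO only wells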
#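 Material: CHO-XBP1 cells stably carrying IRE1-XBP1-driven luciferase reporter / Amount: 1000 cells per well / Compound: 20 µM, 1% DMSO / Times: 6 h treatment, 37 °C / Detection: luciferase luminescence / Measure: % activation of reporter signal versus tunicamycin and DMSO controls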
# Jurkat NFkB inh: lowers PMA/ionomycin-induced NF-kB signal in Jurkat cells. inhibition, % at 4 µM. PMA/ionomycin-induced NF-kB luciferase reporter, luminescence. 330,000 compounds, 0.53% hits. AID 435003; in the data active = inhibition above about 50%
# CHOP UPR activ: apoptotic UPR (CHOP) activation. CHO-CHOP luciferase reporter, luminescence; percent of tunicamycin response over DMSO baseline. activation, % at 10 µM. 330,000 compounds, 0.34% hits. AID 449763;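 active = at 10 µM dose, activation of 40% or more, normalized to positive control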;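 also: 100% = tunicamycin at 10 µg/mL and 0% = DMSO alone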
#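 Test system: CHO CHOP reporter cells. Input: 500 CHO-CHOP cells per well. Medium: F12 with 10% FBS. Technique: luciferase luminescence. Measure: percent activation relative to tunicamycin control. Dosing: 10 µM compound, 0.5% DMSO. Timing: 16-18 h cell attachment, then 6 h compound exposure, 37 °C.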
# tim10-1 inh: growth inhibitors of tim10-1 mutant yeast | 330,000 compounds, 2.2% hits | AID 463190 | inhibition, % at 20 µM | S. cerevisiae tim10-1 ts strain growth, BacTiter-Glo, 24 h;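 active = inhibition of at least 40%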;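 also: mutant grown at 25 °C; 0% = DMSO wells with yeast and 100% = wells holding no yeast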
# Mdm2 MdmX PPI: human Mdm2/MdmX binding inhibition; O15151+Q00987; SaOS-2 split-luciferase Mdm2/MdmX complementation, luminescence; inhibition, % at 8 µM; 330,000 compounds, 3% hits; AID 485346;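 active = inhibition of at least 50% at 8 µM in the primary screen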
# Target sequence (O15151 whole entry, looked up): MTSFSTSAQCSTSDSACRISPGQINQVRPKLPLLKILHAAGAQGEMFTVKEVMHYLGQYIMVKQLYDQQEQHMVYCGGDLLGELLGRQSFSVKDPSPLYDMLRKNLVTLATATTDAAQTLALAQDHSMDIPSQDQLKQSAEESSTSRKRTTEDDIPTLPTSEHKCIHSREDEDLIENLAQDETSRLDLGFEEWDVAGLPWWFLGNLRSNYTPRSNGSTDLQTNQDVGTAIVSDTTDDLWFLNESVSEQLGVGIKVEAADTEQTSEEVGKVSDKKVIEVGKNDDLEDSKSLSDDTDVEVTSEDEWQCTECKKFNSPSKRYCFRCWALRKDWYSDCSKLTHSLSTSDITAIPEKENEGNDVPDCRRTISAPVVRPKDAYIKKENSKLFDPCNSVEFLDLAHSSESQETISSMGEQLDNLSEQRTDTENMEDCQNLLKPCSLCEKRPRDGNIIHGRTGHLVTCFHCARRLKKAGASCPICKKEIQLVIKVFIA
# Target sequence (Q00987 whole entry, looked up): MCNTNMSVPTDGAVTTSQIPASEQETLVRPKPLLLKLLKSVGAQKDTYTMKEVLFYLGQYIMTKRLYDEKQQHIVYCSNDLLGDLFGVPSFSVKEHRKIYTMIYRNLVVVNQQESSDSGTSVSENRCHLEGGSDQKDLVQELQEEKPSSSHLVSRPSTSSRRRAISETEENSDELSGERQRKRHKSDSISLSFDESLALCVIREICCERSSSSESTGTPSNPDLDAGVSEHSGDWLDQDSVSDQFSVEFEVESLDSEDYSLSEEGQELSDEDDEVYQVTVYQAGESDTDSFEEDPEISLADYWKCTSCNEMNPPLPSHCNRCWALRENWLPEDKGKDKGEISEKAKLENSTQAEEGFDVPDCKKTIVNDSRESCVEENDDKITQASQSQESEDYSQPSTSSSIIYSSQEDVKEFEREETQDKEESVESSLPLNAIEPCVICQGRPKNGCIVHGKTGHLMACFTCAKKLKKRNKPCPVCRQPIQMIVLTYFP
# tim23-1 inh: tim23-1 yeast growth inhibition; inhibition, % at 20 µM; S. cerevisiae tim23-1 growth, BacTiter-Glo luminescence, 24 h; 330,000 compounds, 1.3% hits;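 active = growth inhibition of the mutant yeast at or above 50%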;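 also: temperature-sensitive mutant grown at 25 °C; plate controls were DMSO-treated mutant yeast for no effect and medium wells lacking yeast for full effect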
# TIM10 inh: growth inhibitors of TIM10 yeast strain | S. cerevisiae TIM10 strain growth, BacTiter-Glo luminescence, 24 h | 330,000 compounds, 1.4% hits | AID 463195 | inhibition, % at 10 µM;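 active = inhibition of 40% or more at the single tested concentration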;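 also: wild-type TIM10 isogenic control strain grown at permissive 25 °C; 0% = DMSO yeast wells and 100% = minimal medium wells without yeast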
# 697 NFkB inh: lowers PMA/ionomycin-induced NF-kB signal in 697 B cells. 697 B-cell NF-kB luciferase reporter, 16 h. inhibition, % at 4 µM. 330,000 compounds, 0.33% hits. AID 435022; in the data active = inhibition above about 35%
# Starred values were filed as active, the others as inactive.
SMILES,XBP1 UPR activ,Jurkat NFkB inh,CHOP UPR activ,tim10-1 inh,Mdm2 MdmX PPI,tim23-1 inh,TIM10 inh,697 NFkB inh
CCC(C(=O)OCC(=O)Nc1cc(Cl)ccc1Cl)c1ccccc1 (centres undefined),-1,-19,1.1,1,10,-3,-21,4
CCc1nnc(NC(=O)c2nc(Cl)ccc2Cl)s1,-3,14,-1.7,13,8,12,12,-4
C(#Cc1c(-c2ccsc2)sc2ccccc12)c1ccsc1,0,1,0.2,23,-21,36,20,-6
CCN(CC)c1ccc(/C=N/NS(=O)(=O)c2ccc(CNC(C)=O)cc2)cc1,1,-4,0.6,4,-29,11,4,15
CCN(CC)CCNC(=O)c1ccc(Cl)c(S(=O)(=O)Nc2ccccc2OC)c1,0,-13,1.1,9,12,6,1,16
O=C(NC(=S)NNC(=O)c1ccccc1[N+](=O)[O-])c1ccc(Br)cc1,-6,-3,1.1,41*,12,49,36,-29
O=C(NCCNc1ccc(Cl)cc1[N+](=O)[O-])c1ccccc1F,0,-12,5.3,19,-2,25,-3,-20
CCOC(=O)C1=C(C)Nc2ccccc2N=C1NC(=O)/C=C/c1ccc(OC)cc1OC,-3,16,-1.3,29,21,31,16,18
Cc1ccccc1Cn1c2ccccc2c2cnn(CC(=O)NCCCN3CCN(C)CC3)c(=O)c21,-4,3,1.1,2,33,-6,-3,-18
Cc1ccc(NC(=O)COC(=O)c2ccc(C)c(S(=O)(=O)N3CCOCC3)c2)cc1,-2,2,0.9,8,-1,21,-1,8
CC1CCC2(CC1)NC(=O)N(CC(=O)Nc1cccc(S(=O)(=O)N3CCCC3)c1)C2=O (centres undefined),5,16,3.7,7,4,12,-1,-6
CCC(Sc1ncccc1C(=O)O)C(=O)N1CCOCC1 (centres undefined),-2,4,-0.7,1,1,-3,1,20
CN(Cc1nccs1)C(=O)C1CCC(=O)N(CCc2ccc(Cl)cc2)C1 (centres undefined),-1,9,3.2,12,-7,5,-56,-14
Clc1cccc(-c2ccc3ncnc(NCc4cccnc4)c3c2)c1,2,44,5.0,19,15,27,9,-8
CCn1c(COc2cccc(OC)c2)nnc1SCC(=O)Nc1cc(OC)ccc1OC,0,0,-0.7,29,18,14,-9,10
O=C(CSc1nnnn1Cc1ccccc1)NCC(=O)c1ccccc1,-1,-2,0.7,5,-5,-8,2,25
Cc1ccc(OCC(=O)Nc2cc(S(=O)(=O)N3CCOCC3)ccc2N2CCCC2)cc1,-4,-14,1.1,15,24,9,3,-20
CCOc1ccc(-c2nnc(-c3ccco3)o2)cc1OCC,9,-28,4.6,12,-17,19,21,-25
O=C(Cn1cc(SCc2cccc(Cl)c2)c2ccccc21)N1CCOCC1,3,7,3.9,24,-38,20,11,-35
O=C(NC(=S)Nc1ccc(Br)cn1)c1cccnc1,7,10,5.2,7,-35,15,12,-26
CCCc1nnc(NC(=O)CC(=O)OCC)s1,-3,-6,-1.4,2,19,-8,-2,-6
CC(C#N)Sc1ccc(S(=O)(=O)N2CCCC2)cn1 (centres undefined),-1,-2,-1.2,7,-15,9,1,11
Cc1cc(C)n(-c2nc3ccccc3c(=O)n2OCCOc2ccccc2)n1,-3,9,-3.1,7,5,34,4,-7
C=CCC(=O)NC(C)c1cnn(-c2ccccc2C)c1C (centres undefined),3,8,1.9,-6,10,15,10,14
COc1ccccc1N(C)S(=O)(=O)c1ccc(C(=O)NNC(=O)c2ccccc2O)cc1,-2,5,-1.5,16,62*,-11,3,-3
O=C(NNC1=Nc2ccccc2SC1)c1ccc(Cl)cc1,3,17,9.2,7,45,-6,-14,-27
O=C(c1ccccc1)N1CCN(CCc2ccccc2)CC1,-1,-21,0.1,16,-22,1,-9,-16
CCOC(=O)CSc1nnc(CNC(=O)c2ccc(OC)cc2)n1-c1ccc(OC)cc1,-1,2,0.0,15,1,12,-13,17
COc1ccc(-c2nnc(SC(C)C(=O)Nc3cccc(Cl)c3)o2)cc1 (centres undefined),1,-132,2.5,37,-209,29,6,-37
O=C(N/N=C/c1cc(Br)c(O)c(Br)c1)c1cccc(C(F)(F)F)c1,0,-1,2.9,13,-19,16,9,14
CC(=NCC1CCNCC1)C1=C(O)CC(C)(C)CC1=O,-3,-8,-3.0,13,17,-3,-3,-7
O=C(CSc1ncccc1C(=O)O)c1ccccc1F,-3,-9,0.8,3,3,8,-5,3
CCC(C)NC(=O)CSc1ccc(Cl)cc1 (centres undefined),-1,-2,2.3,13,23,-12,-1,1
Cn1cnnc1SCC(=O)Nc1ccccc1,-2,-1,0.3,-2,24,-1,-2,18
CC(C)NC(=O)c1ccc2c(c1)N(CC(=O)Nc1ccccc1F)C(=O)C(C)(C)O2,-1,6,0.9,10,14,12,-5,20
Cc1cc(C(=O)COc2cc(F)ccc2[N+](=O)[O-])c(C)n1C1CC1,1,2,-1.3,29,-2,18,-3,-3
COc1ccc(/C=N/c2oc(C)c(C)c2C#N)c(OC)c1,-1,7,-0.2,0,0,-7,20,16
Cc1ccccc1NC(=S)NCc1ccc(F)cc1,-4,17,-0.2,14,21,20,7,17
O=C(Nc1ccc(Oc2cccnc2)cc1)c1cccc([N+](=O)[O-])c1,-3,-29,3.4,2,-3,4,5,-26
Cn1cc2cc(NC(N)=S)ccc2n1,-1,-3,4.1,20,1,8,-9,19
O=C(C[C@@H]1C/C=C\C[C@@H](Cc2ccc(F)cc2)C(=O)OC[C@@H]2CCCN2C1=O)NCCO,-1,-5,0.3,-5,5,2,13,-2
CCc1ccccc1NC(=O)CN1CCN(C(=O)CNC(=O)c2ccc(N3CCCC3=O)cc2)CC1,-3,5,0.3,-13,8,-20,-2,17
CC(C)(CO)NCC(=O)Nc1cc(C(F)(F)F)cc(NC(=O)CNC(C)(C)CO)c1Cl,1,-1,-1.3,10,11,-4,7,0
COc1ccc(C(=O)NCCC2=CCCCC2)cc1S(=O)(=O)N1CCOCC1,-3,9,1.9,11,-15,11,20,21
FC(F)(F)Oc1ccccc1-c1nnc(-c2cccc(C(F)(F)F)c2)o1,2,-4,0.0,14,-9,14,16,11
CCOc1ccc(N2CC(C(=O)Nc3cc(C)on3)CC2=O)cc1 (centres undefined),-2,1,1.7,-2,-34,16,12,-26
CCc1nnc(NC(=O)CSc2nc3[nH]ncc3c(=O)[nH]2)s1,-2,-24,-1.5,-1,14,6,-8,-18
O=C(Nc1cccc(Cl)c1)c1nc[nH]c1C(=O)N1CCN(c2ccccc2)CC1,7,8,3.5,9,47,7,1,5
Cc1ccc(S(=O)(=O)N2CCC(C(=O)Nc3nnc(C4CCCC4)s3)CC2)cc1,7,5,0.9,-12,18,-10,-3,-1
O=C(NCCCCNC(=O)c1ccco1)c1ccco1,-1,0,-2.3,8,7,-7,-25,-14
Cc1ccc(C(=O)NCCN2C3=NC[C@H](Cc4ccc(O)cc4)N3C[C@H]2Cc2ccc(O)cc2)cc1Br,3,-14,-0.7,4,3,7,16,-20
O=C(Nc1cccc(S(=O)(=O)N2CCOCC2)c1)[C@@H]1CCCN1S(=O)(=O)c1ccc(Cl)cc1,-1,3,-1.3,33,7,20,14,-31
CC(C)Oc1cccc(C(=O)NC(=S)N2CCN(c3ccc(C(F)(F)F)cc3[N+](=O)[O-])CC2)c1,4,7,1.9,26,46,18,14,6
O=c1nc(NCc2ccco2)sc2ncccc12,-1,7,1.3,-15,7,4,-6,7
COc1ccc2[nH]c(C(=O)O)c(NS(=O)(=O)c3ccc(OC)c(OC)c3)c2c1,-2,-7,0.8,13,-24,17,9,-22
Cc1cccc2nc(CSc3ncccc3C(=O)O)cn12,-7,-4,-1.8,-6,18,-5,-10,-11
COc1ccc(N2CCN(C(=O)c3ccc(CS(=O)c4cccc(C)c4)o3)CC2)cc1 (centres undefined),-7,24,0.1,29,27,22,5,1
Cc1cc(C)c2cc(C#N)c(N3CCCN(S(=O)(=O)c4ccccc4)CC3)nc2c1,-4,6,-1.1,9,21,26,22,3
CC(NC(=O)c1ccc2c(c1)OCO2)c1ccccc1 (centres undefined),-5,-11,1.9,-17,-8,7,-28,11
CCCOC(=O)/C(=C\C=C\c1ccco1)NC(=O)c1ccccc1,1,0,6.0,23,20,13,16,4

# Among those listed so far, these have an NH in an aromatic ring:
SMILES,XBP1 UPR activ,Jurkat NFkB inh,CHOP UPR activ,tim10-1 inh,Mdm2 MdmX PPI,tim23-1 inh,TIM10 inh,697 NFkB inh
CCc1nnc(NC(=O)CSc2nc3[nH]ncc3c(=O)[nH]2)s1,-2,-24,-1.5,-1,14,6,-8,-18
O=C(Nc1cccc(Cl)c1)c1nc[nH]c1C(=O)N1CCN(c2ccccc2)CC1,7,8,3.5,9,47,7,1,5
COc1ccc2[nH]c(C(=O)O)c(NS(=O)(=O)c3ccc(OC)c(OC)c3)c2c1,-2,-7,0.8,13,-24,17,9,-22

# Three structures already listed, arranged by count of non-hydrogen atoms, falling:
SMILES,XBP1 UPR activ,Jurkat NFkB inh,CHOP UPR activ,tim10-1 inh,Mdm2 MdmX PPI,tim23-1 inh,TIM10 inh,697 NFkB inh
CCOC(=O)CSc1nnc(CNC(=O)c2ccc(OC)cc2)n1-c1ccc(OC)cc1,-1,2,0.0,15,1,12,-13,17
O=C(NCCCCNC(=O)c1ccco1)c1ccco1,-1,0,-2.3,8,7,-7,-25,-14
CCC(C)NC(=O)CSc1ccc(Cl)cc1 (centres undefined),-1,-2,2.3,13,23,-12,-1,1

# (list continues)
SMILES,XBP1 UPR activ,Jurkat NFkB inh,CHOP UPR activ,tim10-1 inh,Mdm2 MdmX PPI,tim23-1 inh,TIM10 inh,697 NFkB inh
Cc1ccc(Cl)cc1NC(=S)N(CCCN1CCN(C)CC1)Cc1cccs1,2,-12,0.6,8,-2,12,-14,-7
CCOC(=O)c1[nH]c(C)c(C(=O)NCCc2ccc(OC)cc2)c1C,-1,-4,-0.1,15,12,13,22,36*
Cc1cccn2c(=O)c(/C=C(\C#N)S(=O)(=O)c3ccc(Cl)cc3)c(N3CCC(C(N)=O)CC3)nc12,-2,2,3.6,16,31,17,14,18
CCc1ccc(NC(=O)c2ccc(Cn3cc([N+](=O)[O-])cn3)cc2)cc1,2,-32,0.7,1,8,16,-13,-39
Cc1ccc(OCCn2cc(C(=O)O)c3ccccc32)cc1,0,-5,-2.4,24,4,23,-5,2
Cc1cc(/C=C2\SC(=S)NC2=O)c(C)n1-c1cccc(O)c1,-1,-4,3.1,10,23,27,1,-1
Cc1cc(Cl)ccc1Oc1ccccc1C(=O)CC#N,-1,-8,-2.6,52*,11,46,14,-6
CCOc1c(C=C(C#N)C#N)c2ccccc2n1CC,-2,1,-0.7,42*,3,41,7,-6
CCCCOC(=O)c1ccc(NC(=O)c2ccccc2OC)cc1,0,2,2.4,14,-2,34,24,-20
O=C(COc1ccc(F)c(Cl)c1)N1CCN(c2ccccn2)CC1,-2,-11,1.6,17,-3,20,-3,-3
COc1ccc(CNC(=O)CSc2nc3ccccc3n2C(C)=O)cc1,2,-5,0.0,13,-5,18,1,-7
CCOc1nc(OCC)nc(N2CCC(C)CC2)n1,-2,-2,1.0,28,-1,33,13,5
O=C(CN1C(=O)c2cccc3cccc(c23)C1=O)N1CCN(Cc2ccc3c(c2)OCO3)CC1,-2,8,0.4,22,9,20,20,8
Nc1nc(SCC(=O)N2N=C(c3ccc(Cl)cc3)CC2c2ccco2)n[nH]1 (centres undefined),-1,1,0.8,3,28,7,-1,10

# Fetched by structure from the entries so far:
SMILES,XBP1 UPR activ,Jurkat NFkB inh,CHOP UPR activ,tim10-1 inh,Mdm2 MdmX PPI,tim23-1 inh,TIM10 inh,697 NFkB inh
O=C(CN1C(=O)c2cccc3cccc(c23)C1=O)N1CCN(Cc2ccc3c(c2)OCO3)CC1,-2,8,0.4,22,9,20,20,8
Cc1ccc(Cl)cc1NC(=S)N(CCCN1CCN(C)CC1)Cc1cccs1,2,-12,0.6,8,-2,12,-14,-7

# Screening data from PubChem.
